High-throughput results (PubChem)
Cav32 inh: Cav3.2 calcium influx blockers – cell-based, Fluo-4 calcium fluorescence, FDSS, MLSMR library, primary screen; Voltage-dependent T-type calcium channel subunit alpha-1H (Homo sapiens), O95180; B-score at 10 µM; Cav3.2-expressing cells; active compounds read low; 100,000 compounds, 4% hits;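 active = single-dose well whose peak fluorescence ratio is a statistical outlier from its plate by either plate-standardised score or position-corrected B-score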
Target sequence (O95180 whole entry, looked up): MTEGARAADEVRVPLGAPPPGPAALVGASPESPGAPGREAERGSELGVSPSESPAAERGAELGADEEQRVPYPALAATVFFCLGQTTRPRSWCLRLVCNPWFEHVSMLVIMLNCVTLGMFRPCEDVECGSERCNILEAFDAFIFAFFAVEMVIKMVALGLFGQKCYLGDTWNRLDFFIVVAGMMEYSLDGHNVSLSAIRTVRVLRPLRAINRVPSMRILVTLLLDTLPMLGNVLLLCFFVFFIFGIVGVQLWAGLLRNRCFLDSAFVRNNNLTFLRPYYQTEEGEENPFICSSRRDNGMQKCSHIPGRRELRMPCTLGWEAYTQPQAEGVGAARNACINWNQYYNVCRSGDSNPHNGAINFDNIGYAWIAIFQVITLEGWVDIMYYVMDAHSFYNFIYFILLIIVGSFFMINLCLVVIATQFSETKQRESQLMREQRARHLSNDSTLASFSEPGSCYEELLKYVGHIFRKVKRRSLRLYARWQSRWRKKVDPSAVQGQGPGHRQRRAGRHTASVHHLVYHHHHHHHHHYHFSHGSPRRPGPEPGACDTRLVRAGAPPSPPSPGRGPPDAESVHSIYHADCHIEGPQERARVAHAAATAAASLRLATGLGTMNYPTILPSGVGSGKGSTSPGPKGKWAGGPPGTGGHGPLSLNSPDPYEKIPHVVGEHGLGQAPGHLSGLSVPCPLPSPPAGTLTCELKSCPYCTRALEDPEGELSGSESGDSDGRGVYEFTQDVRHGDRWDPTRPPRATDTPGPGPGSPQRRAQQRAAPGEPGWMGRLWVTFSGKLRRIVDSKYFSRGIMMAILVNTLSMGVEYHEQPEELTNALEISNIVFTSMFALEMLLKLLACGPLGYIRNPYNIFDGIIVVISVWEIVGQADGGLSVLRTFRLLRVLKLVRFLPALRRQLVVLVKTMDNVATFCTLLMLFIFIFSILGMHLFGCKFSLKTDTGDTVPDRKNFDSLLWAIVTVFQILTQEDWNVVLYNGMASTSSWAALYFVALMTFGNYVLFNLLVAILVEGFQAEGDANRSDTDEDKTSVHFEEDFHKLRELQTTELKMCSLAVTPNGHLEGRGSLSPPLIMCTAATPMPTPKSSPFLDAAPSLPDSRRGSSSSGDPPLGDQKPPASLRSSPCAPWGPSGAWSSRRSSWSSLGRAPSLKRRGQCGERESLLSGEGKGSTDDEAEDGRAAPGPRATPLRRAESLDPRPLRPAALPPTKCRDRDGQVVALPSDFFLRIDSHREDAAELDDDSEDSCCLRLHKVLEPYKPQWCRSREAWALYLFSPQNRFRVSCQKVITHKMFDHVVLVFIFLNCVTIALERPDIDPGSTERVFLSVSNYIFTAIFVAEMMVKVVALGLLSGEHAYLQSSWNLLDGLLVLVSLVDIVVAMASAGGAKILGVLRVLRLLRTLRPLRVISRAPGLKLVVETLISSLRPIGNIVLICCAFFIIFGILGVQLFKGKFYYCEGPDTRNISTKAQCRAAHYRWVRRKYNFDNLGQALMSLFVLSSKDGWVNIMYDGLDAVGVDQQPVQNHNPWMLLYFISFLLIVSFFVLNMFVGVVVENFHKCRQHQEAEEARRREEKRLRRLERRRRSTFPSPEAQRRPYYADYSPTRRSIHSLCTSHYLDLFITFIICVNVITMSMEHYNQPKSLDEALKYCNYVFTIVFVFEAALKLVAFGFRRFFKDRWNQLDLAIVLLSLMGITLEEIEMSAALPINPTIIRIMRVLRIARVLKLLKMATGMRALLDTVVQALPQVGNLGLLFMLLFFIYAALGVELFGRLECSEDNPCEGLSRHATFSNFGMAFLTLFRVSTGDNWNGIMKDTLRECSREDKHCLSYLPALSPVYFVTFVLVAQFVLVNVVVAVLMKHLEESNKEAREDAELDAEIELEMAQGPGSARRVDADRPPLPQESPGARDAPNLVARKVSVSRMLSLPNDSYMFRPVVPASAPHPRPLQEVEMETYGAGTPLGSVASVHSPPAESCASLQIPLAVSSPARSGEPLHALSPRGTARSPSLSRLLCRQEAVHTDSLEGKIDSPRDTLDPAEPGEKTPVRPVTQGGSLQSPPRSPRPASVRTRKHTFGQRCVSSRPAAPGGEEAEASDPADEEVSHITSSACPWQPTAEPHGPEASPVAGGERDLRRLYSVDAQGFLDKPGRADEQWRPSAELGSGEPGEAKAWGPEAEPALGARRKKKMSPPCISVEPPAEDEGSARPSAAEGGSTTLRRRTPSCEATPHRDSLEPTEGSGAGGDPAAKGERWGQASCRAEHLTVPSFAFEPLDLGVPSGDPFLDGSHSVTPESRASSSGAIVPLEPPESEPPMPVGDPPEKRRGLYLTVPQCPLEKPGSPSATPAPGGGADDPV
An asterisk follows results filed as active. These rows are one share of the data (hit frequency here may not be typical).

Cav32 inh	mol
-2.8	Cc1cc2c3c(c1)C1(C(=O)N3C(C)(C)CC2C)C(C#N)=C(N)Oc2cc(O)ccc21 (stereo not given)
-0.28	COc1ccc(/C=C2\CCOC2=O)cc1
-0.87	CCn1c(Cn2nnc(-c3ccccc3)n2)nnc1SCC(=O)Nc1ccc(N(C)C)cc1
1.1	CCOC(=O)c1c(C)n(-c2ccc(C)cc2)c2c(CC(C)=O)c(Br)c(OC)c(O)c12
-0.055	Cn1c(=O)[nH]c(=O)c2c1nc(CN(Cc1ccccc1)Cc1ccccc1)n2CCN1CCOCC1
0.051	Cc1cc(C)nc(SCCS(=O)Cc2ccc(Cl)cc2)n1 (stereo not given)
0.27	Cc1ccc(C(=O)Cn2cnc3ccccc3c2=O)cc1C
-3.2	O=C(NCCC1=CCCCC1)NC12CC3CC(CC(C3)C1)C2
-1.2	Cn1c(=O)oc2cc(S(=O)(=O)N3CCC(C(=O)Nc4ccc(OC(F)(F)F)cc4)CC3)ccc21
0.23	Cc1onc(-c2c(Cl)cccc2Cl)c1C(N)=O
0.047	Cn1c(Cc2cccs2)n[nH]c1=S
0.35	CN1CCC(=NNC(=O)c2ccco2)CC1
0.069	CCOc1ccc2nc(SC(CC)C(=O)Nc3cc(C)on3)sc2c1 (stereo not given)
1	COc1ccc(CN(CC2CCCO2)S(=O)(=O)c2ccc(C(=O)O)cc2)cc1OC (stereo not given)
-1.5	O=C(Nc1ccccc1C(=O)N1CCOCC1)c1ccco1
0.91	CC(C)=C1SC(N2CCCCC2)=NC1=O
-1.4	NC(=O)c1ccccc1NC(=O)/C=C/c1cccc(Cl)c1
-0.027	CCN(CC(=O)Nc1cccc(C(C)=O)c1)S(=O)(=O)c1ccc(OC)cc1
-4.6	Cc1ccc(NC(=O)C2CCCN(c3ncccn3)C2)cc1F (stereo not given)
1.2	COc1ccc(OC(C)=O)c(C2c3cc(OC)c(OC)cc3CCN2C(C)=O)c1 (stereo not given)

Going on with the list:
Cav32 inh	mol
0.42	Cc1ccc(S(=O)(=O)NCC(=O)NCc2ccncc2)cc1
-0.0039	OCC#CCSc1nnc(-c2ccncc2)o1
0.31	CCCN1CCN(CCCNC(=O)CCNC(=O)Cn2ccc3ccccc3c2=O)CC1
-3.1	CCCCCCSC1=C(C#N)C(c2ccc(O)cc2)CC(=O)N1 (stereo not given)
1.9	O=C(c1ccc(-n2cnnn2)cc1)N1CCOCC1
0.42	CC1CCN(CCc2nc3cc(NC(=O)NC4CCCCC4)ccc3n2C)CC1
-0.056	Cc1ccc(NC(=O)c2noc3c2CCCCC3)cc1
-0.66	CCOc1cc(C2NC(=O)NC(O)(C(F)(F)F)C2C(=O)c2ccc(OC)cc2)ccc1O (stereo not given)
0.2	CC1(C)CC(=S)Nc2ccccc2S1
-0.007	C1=C(c2ccccc2)Nc2nnnn2C1c1cccs1 (stereo not given)
-0.044	COc1ccc(CCNS(=O)(=O)c2ccc3oc(C(=O)O)c(C)c3c2)cc1OC
-0.11	COc1cc(NC(=O)Cc2cccs2)ccc1-n1cnnn1
0.95	O=C1CCCN1CN(C(=O)c1ccccc1)c1ccc(F)cc1
-9.4*	O=C(Cn1ncc2c1-c1ccccc1OC2)Nc1nc2ccccc2s1
0.01	CN(C)C=Nc1nonc1N
-0.038	CC(C)(C)C(=O)CN1C(=O)C2(OCCO2)c2ccccc21
-0.022	c1ccc(-c2nnn(C34CC5CC(CC(C5)C3)C4)n2)cc1
0.00087	COc1ccc(NC(=O)CSc2nnc(-c3ccccn3)n2-c2ccccc2)cc1OC
-1	CCn1cnc2cc(NC(=O)c3ccco3)ccc21
-1.5	CC12CC3CC(C)(C1)CC(C(=O)NC(=S)N1CCOCC1)(C3)C2

In the list so far, three have a thiophene ring, fused or not:
Cav32 inh	mol
0.047	Cn1c(Cc2cccs2)n[nH]c1=S
-0.007	C1=C(c2ccccc2)Nc2nnnn2C1c1cccs1 (stereo not given)
-0.11	COc1cc(NC(=O)Cc2cccs2)ccc1-n1cnnn1

Taken from above.
`C1=C(c2ccccc2)Nc2nnnn2C1c1cccs1` (stereo not given) – Cav32 inh: -0.007
`CC12CC3CC(C)(C1)CC(C(=O)NC(=S)N1CCOCC1)(C3)C2` – Cav32 inh: -1.5

(further entries)
Cav32 inh	mol
1.6	CC1=C(C(=O)Nc2ccccc2)C2(CCCCC2)C(C#N)=C(S)N1
0.35	CC(C)c1cccc(C(C)C)c1OCCCCN1CCCC1
-0.51	Cc1c(N2C(=O)/C(=C/c3cccc4ccccc34)SC2=S)c(=O)n(-c2ccccc2)n1C
0.6	O=C(NCCCn1ccnc1)c1cc2nc(-c3ccc(Br)cc3)cc(C(F)(F)F)n2n1
0.46	Cc1ccccc1C(=O)N1CCN(c2ccccn2)CC1
-0.33	Cn1c(=O)c2c(nc(NCCc3ccccc3)n2Cc2ccc(F)cc2)n(C)c1=O
-6.9*	O=c1cc(O)nc(SCc2ccc(Cl)cc2)[nH]1
0.093	CC(C)(C)c1cnnn1-c1ccc(-c2csc(N)n2)cc1
1.5	CC(NC(=O)Cn1c(=O)[nH]c2ccsc2c1=O)C12CC3CC(CC(C3)C1)C2 (stereo not given)
-0.11	CS(=O)(=O)N(CC(=O)NCc1ccncc1)Cc1ccc(Cl)cc1
0.65	CCn1c(SCC(=O)Nc2cccc(NC(=O)c3ccco3)c2)nnc1-c1cccs1
0.1	CCOc1ccccc1NC(=O)N1CCCC1C(=O)Nc1ccc(NC(C)=O)cc1 (stereo not given)
-1.4	COc1ccc(NS(=O)(=O)c2ccc(NC(=O)c3cnn4c(C(F)F)cc(-c5ccc(C)cc5)nc34)cc2)cc1
-0.051	COCCNC(=O)c1cc(-c2cccnc2)nc2ccc(Br)cc12
-3.1	Cc1ccnc(NC(=O)CCC(=O)N(CC(=O)NCc2ccccc2)c2ccc3c(c2)OCO3)c1
1.2	O=C(O)CCCc1nc(-c2ccccc2)no1
0.46	O=c1oc2ccccc2c2nccnc12
-0.025	O=C(C1=C[C@@H](c2ccc(C(F)(F)F)cc2)C[C@@H](OCCCCO)O1)N1CCCCCCC1
-7.1*	COc1ccc(C2Oc3ccccc3C3=C2C(c2cccs2)n2ncnc2N3)cc1 (stereo not given)
0.086	CCOC(=O)c1sc2cccc(F)c2c1N

Next results.
Cav32 inh	mol
-1.5	OCCN1CCN(CC#CCn2c3ccccc3c3ccccc32)CC1
-0.0011	COc1cc(-c2nnc(-c3ccc(N4CCOCC4)cc3)o2)cc(OC)c1OC
-1.7	C=C(C)CN(CC)CCC(=O)Nc1ccc(OC)cc1OC
-0.27	CCN(C1CCCCC1)S(=O)(=O)c1ccc(S(=O)(=O)NCc2ccncc2)cc1
0.06	C#Cc1ccc([C@@H]2C=C(C(=O)NCc3nc4ccccc4[nH]3)O[C@H](OCC)[C@H]2CCCO)cc1
-0.0023	COc1ccc(C2C(C(=O)Nc3cc(C)on3)c3ccccc3C(=O)N2C)cc1 (stereo not given)
-1.6	O=C(Nc1nccs1)C1CCCN(S(=O)(=O)c2cccc3cccnc23)C1 (stereo not given)
0.012	CC1(OC(=O)CCc2ccccc2)C(=O)C=C2C=C(c3ccsc3)OC=C2C1=O (stereo not given)
-1.3	CCOC(=O)N1CCN(c2c(N3CCN(c4cc(C)ccc4C)CC3)c(=O)c2=O)CC1
3.1	CCCCCCC(=O)N1CCN(c2cc3c(cc2F)c(=O)c(C(=O)O)cn3CC)CC1
-1.5	O=C(CCCC(=O)OCC(=O)c1ccc(F)cc1)Nc1cc(C(F)(F)F)ccc1Cl
0.21	c1ccc2cc3[nH]c(CN4CCCCC4)nc3cc2c1
0.054	COc1ccc(CCNc2oc(-c3ccccc3OC)nc2C#N)cc1
-2.5	O=C(CCSc1ccccc1)Nc1nc2c(s1)CCCC2
-0.051	CCc1nnc(NC(=O)CSc2nc(-c3ccc(OC)cc3)ns2)s1
0.57	CS(=O)(=O)n1nc(OC(=O)c2cccc3ccccc23)cc1N
-5.9*	C/C(=N/NC(=O)c1cc2ccccc2cc1O)C1C(=O)c2ccccc2C1=O
2.4	Cn1c(SC2=CS(=O)(=O)c3ccccc32)nc2ccccc21
-0.17	CC(C)(C)N1C(=O)c2ccccc2NC(=O)N1Cc1ccccc1
-6.1e-07	O=C(CCN1CCOCC1)Nc1c(-c2ccccc2)c2cc(Br)ccc2[nH]c1=O

Continued.
Cav32 inh	mol
-1.3	CC(C)(C)C1CCc2c(sc(NC(=O)c3cccs3)c2C(N)=O)C1 (stereo not given)
-0.74	CCOC(=O)c1c(NC(=O)c2cccs2)sc(CC)c1-c1cccs1
0.26	CN(CCCn1c(=S)[nH]c2ncccc2c1=O)Cc1ccccc1
0.0076	Cc1nc(=S)c2ccccc2[nH]1
-1.9	CS(=O)(=O)N1CCN(C(=O)c2ccccc2)C1
-0.36	Cc1cc(NC(=O)CCC(=O)N(CC2CCCO2)C(C(=O)NC2CCCC2)c2cccnc2)no1 (stereo not given)
0.84	O=C(COC(=O)Cc1cccs1)Nc1ccccc1
-3.1*	CC(=O)N(CCC(Cc1ccccc1)c1ccc2c(c1)OCO2)Cc1ccc(Cl)cc1 (stereo not given)
1	COc1ccc2nnc(-c3ccccc3)n2n1
0.37	Cc1ccc(NC(=S)N2CCN(C(=O)C3CCCO3)CC2)c(C)c1 (stereo not given)
0.068	CCC1(c2ccc(F)cc2)NC(=O)N(CC(=O)N2CCOCC2)C1=O (stereo not given)
0.065	Cc1cc(NC(=O)c2ccccc2Cl)no1
0.18	O=C(Nc1ccc(NC(=O)C2CCCN2C(=O)OCc2ccccc2)cc1)c1ccco1 (stereo not given)
-2.1	O=C(CSc1ccccc1)Nc1ccccc1N1CCOCC1
-0.073	O=C(CN(c1ccc(F)cc1)S(=O)(=O)c1ccc2c(c1)OCCO2)Nc1cccnc1
-0.42	Cc1ccc(S(=O)(=O)N2CCN(C(=O)N3CCOCC3)C2C(C)C)cc1 (stereo not given)
0.27	O=C(O)C1=C[C@@H](c2ccc3c(c2)OCO3)C[C@@H](OCc2ccc(CO)cc2)O1
0.48	COc1cc(NC(=O)C2CCN(S(=O)(=O)c3cnc[nH]3)CC2)cc(OC)c1OC
-0.046	O=C(Nc1ccc2c(c1)OCCO2)C1c2ccccc2C(=O)N2CCc3ccccc3C12 (stereo not given)
0.81	Cc1ccc(S(=O)(=O)c2ccccc2)cc1S(=O)(=O)N1CCOCC1

(cont.)
Cav32 inh	mol
-0.2	Cn1c(=O)[nH]c(=O)c2c1nc(NCCCO)n2CCCc1ccccc1
0.07	CCOc1ccc2oc(C(=O)Nc3ccc(N4CCOCC4)cc3)c(C)c2c1
0.15	Cc1ccc(OCc2nnc(SCC(=O)c3cccc([N+](=O)[O-])c3)n2C)cc1
1.9	O=C(c1cccc2ccccc12)N1CCC(N2CCN(c3ccccc3)CC2)CC1
-1.6	Fc1ccc(Sc2cc(Cl)c(-c3ccccc3)nn2)cc1
0.29	CCOc1ccccc1C(=O)N(Cc1ccco1)C1CCS(=O)(=O)C1 (stereo not given)
-0.063	O=C1C2CCCN2C(c2ccc(F)c(F)c2)N1c1cccc(Cl)c1 (stereo not given)
-2	CCOC(=O)COn1c(=O)c(-c2cc3ccccc3o2)[n+]([O-])c2ccccc21
-1.3	O=[N+]([O-])c1cccc(/C=N\N2CCN(c3ccc(Cl)cc3)CC2)c1
0.8	COCCN(CCOC)S(=O)(=O)c1ccc(C(=O)NC2CCN(Cc3ccccc3)CC2)cc1
1.4	CCOc1ccccc1Oc1c(C)oc2c(CN3CCN(CCO)CC3)c(O)ccc2c1=O
0.028	Cc1ccccc1NC(=O)c1cccc(Cn2cc(Br)c([N+](=O)[O-])n2)c1
0.11	CCSc1ccc(NC(=O)c2cccnc2)cc1
0.64	OCCN(/C=N/c1nc(-c2ccc(Br)cc2)cs1)CCO
0.035	O=C(O)CCC(=O)Nc1nc2ccccc2s1
-0.18	COCc1nc2ccccc2n1Cc1ccccc1
-1.5	O=C(CN1CCC(c2nc3ccccc3[nH]2)CC1)NCc1ccc2c(c1)OCO2
-0.69	COc1ccc(CCN2C(=O)C(O)=C(C(=O)c3ccco3)C2c2cccs2)cc1OC (stereo not given)
-0.83	O=C(NCc1ccco1)c1sc2cc(F)ccc2c1Cl
0.13	CC(C)Cn1cc(C(=O)NCC2CCCO2)c2c3ccccc3n(C)c2c1=O (stereo not given)

Entries shown so far that contain a COOH group (6):
Cav32 inh	mol
1	COc1ccc(CN(CC2CCCO2)S(=O)(=O)c2ccc(C(=O)O)cc2)cc1OC (stereo not given)
-0.044	COc1ccc(CCNS(=O)(=O)c2ccc3oc(C(=O)O)c(C)c3c2)cc1OC
1.2	O=C(O)CCCc1nc(-c2ccccc2)no1
3.1	CCCCCCC(=O)N1CCN(c2cc3c(cc2F)c(=O)c(C(=O)O)cn3CC)CC1
0.27	O=C(O)C1=C[C@@H](c2ccc3c(c2)OCO3)C[C@@H](OCc2ccc(CO)cc2)O1
0.035	O=C(O)CCC(=O)Nc1nc2ccccc2s1

Following part.
Cav32 inh	mol
-0.62	CCCN(Cc1ccccc1)S(=O)(=O)c1ccc(N2C(=O)CCC2=O)cc1
-0.03	CCC(C)C(NC(=O)C(C)NC(=O)CNC(=O)CNC(=O)OCc1ccccc1)C(=O)OC (stereo not given)
-0.29	COCCNC(=O)c1c(CSc2ccc(Cl)cc2)noc1C(=O)NCc1ccccc1
0.52	COc1ccc(-c2cc(C(F)(F)F)nc(SCC(=O)N3CC(C)OC(C)C3)n2)cc1OC (stereo not given)
-0.25	CN(CC#CCC(c1ccccc1)c1ccccc1)C(C)(C)C
0.45	CCOC(=O)C1CCN(C(=O)Nc2ccc(OC)c(OC)c2)CC1
0.054	NC(=O)CC(NC(=O)c1ccccc1)c1ccc(NCCc2cccc(F)c2)c([N+](=O)[O-])c1 (stereo not given)
-0.78	CCc1cc2c(SCC(=O)c3cccs3)ncnc2s1
-0.92	CCn1c(C(=O)OC)cc2c1ccn2-c1ccc(F)cc1
-0.0012	CCOc1ccc2nc(NCCCNS(=O)(=O)c3ccc(F)cc3)c(C#N)cc2c1

Another view of some results above:
| compound | Cav32 inh |
| --- | --- |
| Cc1cc(C)nc(SCCS(=O)Cc2ccc(Cl)cc2)n1 (stereo not given) | 0.051 |
| O=C(CN(c1ccc(F)cc1)S(=O)(=O)c1ccc2c(c1)OCCO2)Nc1cccnc1 | -0.073 |
| CCCN1CCN(CCCNC(=O)CCNC(=O)Cn2ccc3ccccc3c2=O)CC1 | 0.31 |
